Bioassay records as filed in PubChem BioAssay.
PMI act: activators of human PMI, primary screen, biochemical, fluorescence intensity, near-Km mannose 6-phosphate | activation factor at 20 µM | purified human PMI, coupled resazurin fluorescence, 20 min; hits give high values; 1 = vehicle control, 0 substrate-free wells | Mannose-6-phosphate isomerase (Homo sapiens), P34949 | hit rate 0.005% among 190,000;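 active = activation factor of 2 or more at 20 µM, relative to plate controls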
Diaph act CS: compounds boosting diaphorase resazurin reduction – biochemical, uHTS, resorufin fluorescence, counter-screen for diaphorase-coupled primary assays, primary screen; Diaphorase/resazurin coupled assay, 16 min; hits give high values; 1 = vehicle wells, 0 = NADH-free wells; AID 1229, 2008; activation factor at 20 µM; hit rate 0.005% among 190,000;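 active = diaphorase activity raised at least twofold by the compound at 20 µM; inactive = activation factor below 2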
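System – purified diaphorase enzyme from Clostridium kluyveri · Input – enzyme 0.07 U/mL final · Also added – final NADH 0.114 mM, resazurin 0.1 mM · Measured by – fluorescence of resorufin, 544 nm excitation, 590 nm emission · Timing – 16 min enzyme reaction, ambient temperature · Measure – resorufin increase flagging diaphorase activators or reducers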
PMI act hi M6P: human PMI activators, high substrate, primary screen, biochemical, fluorescence intensity, near-saturating mannose 6-phosphate; Mannose-6-phosphate isomerase (Homo sapiens), P34949; coupled PMI enzyme assay, resazurin fluorescence, 20 min; hits give high values; 1 = untreated enzyme, 0 = substrate-free blank; activation factor at 20 µM; hit rate 0.34% among 190,000; AID 1216, 2008;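 active = activation factor of 2 or more at 20 µM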
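Technique: Diaphorase-driven resazurin-to-resorufin fluorescence, excitation 544, emission 590 nm | Assay system: Human PMI in coupled enzyme assay | Times: Enzyme reaction with compound 20 min at room temperature | Medium: HEPES-buffered pH 7.4 with magnesium and detergent | Reagent: Mannose-6-phosphate 1.0 mM (near-saturating) plus 0.22 mM NADP+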
PPARg SRC-1 ag: PPARgamma agonists recruiting SRC-1 coactivator, primary screen, biochemical; hit rate 0.41% among 200,000; Peroxisome proliferator-activated receptor gamma (Homo sapiens), P37231; PPARgamma-SRC-1 coactivator recruitment biochemical assay; activation, % at 8 µM; in the data active = activation above about 19%;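 also: 0% = DMSO and 100% = reference agonist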
Target sequence (P37231 whole entry, looked up): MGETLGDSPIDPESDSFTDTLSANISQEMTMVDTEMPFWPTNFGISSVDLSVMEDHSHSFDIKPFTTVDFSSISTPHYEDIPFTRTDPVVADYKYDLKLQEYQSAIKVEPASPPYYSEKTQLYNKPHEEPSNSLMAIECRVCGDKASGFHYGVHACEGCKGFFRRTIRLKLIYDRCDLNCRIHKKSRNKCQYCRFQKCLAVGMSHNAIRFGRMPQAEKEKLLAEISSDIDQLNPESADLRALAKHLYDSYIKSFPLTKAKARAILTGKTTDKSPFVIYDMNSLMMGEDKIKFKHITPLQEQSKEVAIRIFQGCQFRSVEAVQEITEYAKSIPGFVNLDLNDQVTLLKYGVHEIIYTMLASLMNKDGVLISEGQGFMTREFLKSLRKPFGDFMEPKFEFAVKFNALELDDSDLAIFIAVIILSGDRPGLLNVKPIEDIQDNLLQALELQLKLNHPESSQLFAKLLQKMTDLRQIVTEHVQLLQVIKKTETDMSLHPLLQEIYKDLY
G6PDH CS: L. mesenteroides G6PDH inhibitors, counter-screen for G6PDH-coupled screening assays, biochemical, Leuconostoc mesenteroides enzyme. Purified L. mesenteroides G6PDH, diaphorase/resazurin coupled fluorescence, 45 min. hit rate 0.12% among 200,000. inhibition, % at 5 µM. AID 1020, 2008. glucose-6-phosphate dehydrogenase [Leuconostoc mesenteroides]; in the data active = inhibition above about 50%
Diaph inh CS: diaphorase inhibitors and chemical oxidizers, primary screen, counter-screen for diaphorase-coupled primary assays, biochemical, uHTS, resorufin fluorescence; diaphorase resazurin-to-resorufin fluorescence, NADH, 16 min; bacterial (C. kluyveri) enzyme, not human; inhibition, % at 20 µM; hit rate 0.69% among 190,000; AID 1217, 2008;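 active = primary screen inhibition at 20 µM above a set limit, cut at about 50% in these data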;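 also: plate controls were DMSO with full reaction for no effect and wells lacking NADH for full effect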
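System: Bacterial diaphorase enzyme (C. kluyveri) | Incubation: 16-min room-temperature incubation before reading | Benchmarks: No-NADH positive control and DMSO neutral control | Measured by: Resorufin fluorescence 544/590 nm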
PPARg SRC-3 ag: PPARgamma agonists recruiting SRC-3 coactivator, primary screen, biochemical; Peroxisome proliferator-activated receptor gamma (Homo sapiens), P37231; biochemical PPARgamma/SRC-3 coactivator recruitment assay; activation, % at 8 µM; hit rate 0.26% among 200,000; AID 731, 2007; in the data active = activation above about 23%;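 also: 0% = DMSO and 100% = reference agonist; some compounds past the cut are filed as inactive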
S1P3 antagonist: S1P3 receptor antagonists, primary screen, cell-based. Sphingosine 1-phosphate receptor 3 (Homo sapiens), Q99500. CHO S1P3 NFAT-BLA reporter, FRET fluorescence, antagonist mode. inhibition, % at 4.98 µM. hit rate 0.27% among 170,000. AID 485, 2006;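 active = inhibition above the plate cutoff, the mean inhibition of test wells on that plate plus 3 SD, cut at about 28% in these data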;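 also: cells challenged with S1P at its EC80 of 0.8 µM; blue over green emission ratio from cleaved BLA substrate after 4 h stimulation; 0% = S1P-stimulated wells and 100% = unstimulated DMSO-only wells; some compounds past the cut are filed as inactive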
Target sequence (Q99500 whole entry, looked up): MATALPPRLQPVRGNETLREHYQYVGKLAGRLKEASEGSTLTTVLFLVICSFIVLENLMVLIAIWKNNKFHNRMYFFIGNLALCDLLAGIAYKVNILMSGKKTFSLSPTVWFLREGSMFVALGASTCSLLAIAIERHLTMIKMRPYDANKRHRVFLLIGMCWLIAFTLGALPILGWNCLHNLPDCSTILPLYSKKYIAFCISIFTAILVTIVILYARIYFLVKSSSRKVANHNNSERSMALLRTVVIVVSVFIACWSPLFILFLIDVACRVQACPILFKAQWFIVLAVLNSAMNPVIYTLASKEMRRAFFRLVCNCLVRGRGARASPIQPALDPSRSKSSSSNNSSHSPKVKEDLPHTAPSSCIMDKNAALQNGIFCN
ROMK mod: ROMK potassium channel modulators, primary screen, cell-based, thallium flux, MLSMR library | ATP-sensitive inward rectifier potassium channel 1 (Homo sapiens), P48048 | Tet-inducible ROMK, thallium flux fluorescence; actives lie on both sides | B-score at 10 µM | hit rate 2% among 130,000;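 active = signal ratio slope over the read window, or its plate-corrected B-score, at least 3 SD from the plate mean, either direction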;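 also: B-score of the F/F0 ratio slope over 7 to 12 s after thallium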
PPARg SRC-2 ag: agonists of PPARg-SRC-2 recruitment, primary screen, biochemical, HTS; Peroxisome proliferator-activated receptor gamma (Homo sapiens), P37231; PPARgamma LBD-SRC-2 recruitment; activation, % at 8 µM; hit rate 0.34% among 200,000; in the data active = activation above about 22%;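 also: 0% = vehicle and 100% = reference agonist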
TR-FRET SRC-2 ct: TR-FRET signal artefacts, primary screen, artefact control for PPARgamma SRC-2 agonist project, biochemical; TR-FRET artefact counter-screen; hits give high values; TR-FRET ratio at 8 µM; hit rate 0.4% among 200,000; AID 1049, 2008; in the data active = TR-FRET ratio above about 2000; also: inactives centre near 1500
Starred values were filed as active, the others as inactive; nt = no result given.

Value order – TR-FRET SRC-2 ct	PPARg SRC-3 ag	PPARg SRC-1 ag	PPARg SRC-2 ag	ROMK mod	PMI act	Diaph act CS	S1P3 antagonist	PMI act hi M6P	G6PDH CS	Diaph inh CS
- O=C(COc1ccc(Cl)cc1Cl)N(Cc1ccco1)C1CCS(=O)(=O)C1 (stereo not given)
  1416	-9	4	-1	nt	0.9	0.8	7	0.9	15	20
- CCCc1[nH]n(-c2nc3ccccc3s2)c(=O)c1C=NCCCN(CC)CC
  1665	5	4	0	-1.3	0.9	0.9	-12	1	7	9
- COc1cccc(NC(=O)Cn2c(CCC(=O)O)ccc2-c2ccccc2)c1
  1515	4	-1	-1	nt	1	1	-6	0.9	2	2
- CCOC(=O)c1c(-c2ccc(C)o2)csc1NC(=O)CSc1nnc(C)s1
  1499	3	-7	1	nt	1	0.8	-11	1	3	19
- COc1ccc(/C=C2\C(=O)NCC(=O)N2Cc2ccccc2)cc1
  1476	-9	-5	-7	nt	1.1	0.9	nt	1.1	-15	10
- COc1ccc(-c2[nH]ncc2CN(C)Cc2cc(C)[nH]n2)c(F)c1
  1411	-3	4	-8	0.14	1.1	0.9	-21	1.1	22	6
- O=C(N1CCOCC1)N(Cc1cccs1)C1CCCC1
  1608	-6	9	-1	1.2	1	0.8	-4	1	1	16
- COc1ccc(N2C(=O)CC(N3CCN(c4ccc(S(C)(=O)=O)cc4)CC3)C2=O)cc1 (stereo not given)
  1587	1	-2	2	1.7	1	0.9	nt	1	1	9
- O=C(NCc1ccco1)c1cc2nc(-c3cccs3)cc(C(F)(F)F)n2n1
  1843	18	3	7	nt	1.1	0.8	-16	1.3	7	24
- CCOC(=O)c1csc(NC(=O)c2ccc(OC)c(OC)c2)n1
  1617	-1	-2	6	nt	0.9	0.8	5	0.9	0	23
- CC(C)CCOc1ccc(C(=O)C[N+]2(C)CCOCC2)cc1
  1358	2	-3	0	nt	0.2	0.9	nt	0.3	7	10
- O=C(/C=C/c1ccccc1)NNC(=O)c1cccnc1
  1597	10	0	4	0.017	1.1	0.9	nt	1	4	8
- CN(C)c1cccc(C(=O)N/C=C/n2cnc3cc(C(F)(F)F)ccc32)c1
  1694	3	9	4	1.1	1	0.9	-25	1	4	6
- NC(=O)C1CCN(C(=O)COc2cccc3cccnc23)CC1
  1309	1	-10	-2	0.12	1	0.9	-7	1	5	7
- Cc1ccc(OCC(=O)Nc2ccc(N3CCN(S(C)(=O)=O)CC3)cc2)cc1C
  1505	-1	-7	-3	-0.4	1	1	-5	0.9	6	-1
- COc1ccc(C(=O)NCc2cccnc2)cc1
  1517	-8	-3	3	nt	1.1	1.1	nt	1	4	-9
- O=C(O)/C=C/C(=O)Nc1ccc(SC(F)(F)C(F)(F)C(F)(F)F)cc1
  1730	-3	-1	3	0.24	1.1	0.9	-3	1	1	13
- COCCCNC(=O)CCCOc1ccccc1
  1649	-1	0	8	nt	1	1	4	1	2	3
- Cc1cc(C)nc(NC(=O)c2ccc(Cl)cc2[N+](=O)[O-])c1
  1588	0	9	-6	nt	1.1	1	3	1.1	7	1
- COc1ncnc2c1N=C1CC(C)(C)CC(N)=C1S2
  1670	8	4	9	nt	1.4	0.8	-20	1.6	-4	15
- CC1CC(C)CN(C(=O)CCNS(=O)(=O)c2cccs2)C1 (stereo not given)
  1843	4	7	10	1	1.1	0.9	-13	1	5	11
- CN(C(=O)COC(=O)c1ccc([N+](=O)[O-])cc1)c1ccccc1
  1694	3	1	10	-0.71	1	0.9	16	1	2	8
- O=S(=O)(N/N=C\c1cccn1-c1ccccc1)c1ccc2ccccc2c1
  1631	-4	9	11	nt	0.9	0.9	nt	1	6	12
- CC(C)C(NC(=O)/C=C/c1cccc([N+](=O)[O-])c1)C(C)C
  1550	-2	-5	-7	nt	1.1	1	13	1.1	-2	4
- O=S(=O)(Nc1ccc(-c2cn3c(n2)SCC3)cc1)c1cccs1
  1590	6	7	11	nt	0.9	0.8	-18	0.9	6	24
- CCCCNC(=O)C1CCC(CNS(=O)(=O)c2ccc(C)cc2)CC1 (stereo not given)
  1758	-2	1	3	-0.028	0.9	0.8	17	1	2	17
- COc1cc(CNC2CCCc3ccccc32)cc(OC)c1OC (stereo not given)
  1856	-1	5	11	-1.1	0.9	1	0	1	-7	1
- COc1ccc(C(=O)Nc2ccc(Cl)cc2C(=O)NCc2ccco2)cc1OC
  1446	18	0	11	0.67	1	0.8	-29	0.9	5	18
- O=S(=O)(c1ccc(OCc2nc3ccccc3s2)c(Cl)c1)N1CCOCC1
  1490	-7	0	-5	nt	0.9	1	nt	1	-8	5
- COc1cc(C(=O)OC(C)C(=O)NCC2CCCCC2)cc(NC(=O)c2ccco2)c1OC (stereo not given)
  1591	-5	-1	-3	nt	1	1	nt	1.1	-5	4
- Cc1cc(C(=O)NCC(=O)OCC(=O)N(C)C2CCCCC2)ccc1[N+](=O)[O-]
  1536	-1	6	-3	0.076	0.9	0.8	1	0.8	3	22
- N/C(CCN1CCCCC1)=N/O
  1425	-3	-2	3	0.25	1	0.9	nt	0.9	1	11
- CC(C)Oc1ccc(CCc2nnc(SC(C)C(=O)O)n2-c2ccccc2)cc1 (stereo not given)
  1632	6	11	6	-0.046	0.9	1	-10	1	1	4
- COc1nccnc1NS(=O)(=O)c1ccc(NC(=S)NC(=O)c2ccccc2)cc1
  1718	0	3	7	nt	0.9	0.8	-4	0.9	18	25
- COc1ccc(-c2c(C)nc(N)nc2-c2ccc(OCc3ccc(C)cc3)cc2O)cc1OC
  1632	0	7	9	-0.41	0.8	0.8	2	0.7	1	24
- COc1ccc(/C=C/C(=O)c2ccc3c4c(cccc24)CC3)cc1OC
  1440	-4	-7	-1	-0.92	0.9	0.8	-15	0.9	1	17
- Cc1ccc(C(=O)CC2(O)C(=O)N(Cc3ccccc3)c3ccccc32)o1 (stereo not given)
  1614	3	3	11	-0.0068	1	0.9	-4	1	1	12
- CC(C)OC(=O)CSc1nc2c(c(C3CC=CCC3)c1C#N)CCC2 (stereo not given)
  1490	-10	-2	-6	-0.42	0.9	0.9	nt	0.9	4	12
- CCOC(=O)N1CCN(c2cc3nccnc3cc2F)CC1
  1603	5	4	-1	nt	0.8	0.8	1	0.8	-3	23
- O=C(O)CC1S/C(=N/N=C2CCCCC2)N(c2ccccc2)C1=O (stereo not given)
  1490	7	11	3	0.85	1	0.9	-20	1	14	10
- CCC(=O)Nc1ccc(C(=O)n2nc(C)cc2C)cc1
  1618	4	9	7	nt	1.1	1	-25	1.1	2	-2
- CCOC(=O)c1c(NC(=O)C2C3C=CC(C3)C2(C)C(=O)O)sc2c1CCCC2 (stereo not given)
  1927	4	11	4	1.1	1	0.8	2	1	5	17
- CCCCC(NS(=O)(=O)c1ccc(OC)cc1)C(=O)O (stereo not given)
  1444	7	2	4	nt	1	0.9	-10	1.1	21	6
- CC1CCc2c(sc3nc(CN4CCOCC4)nc(NS(=O)(=O)c4cccc([N+](=O)[O-])c4)c23)C1 (stereo not given)
  1412	5	3	4	-0.012	1	0.9	nt	1.1	-6	8
- C=CCn1c(-c2cc(Cl)ccc2OC)n[nH]c1=S
  1913	20	19*	26*	-0.63	0.9	0.8	nt	1	8	20

Part of the list above, showing only PPARg SRC-3 ag and PPARg SRC-2 ag:
Compound | PPARg SRC-3 ag | PPARg SRC-2 ag
CC(C)Oc1ccc(CCc2nnc(SC(C)C(=O)O)n2-c2ccccc2)cc1 (stereo not given) | 6 | 6
COc1nccnc1NS(=O)(=O)c1ccc(NC(=S)NC(=O)c2ccccc2)cc1 | 0 | 7
